Yfh1-depleted yeast – enhancers of respiration in Yfh1-depleted yeast, dose response, Friedreich's ataxia, plus single-dose screen (AID 1465) | fold induction at 50 µM, or EC50 in µM where a hit was titrated | S. cerevisiae Yfh1-off respiration, WST-1 reduction, 72 h; higher fold induction means a stronger effect | actives 0.074% (n = 220,000);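 active means fold induction of absorbance versus untreated yeast above a set limit, then at least 30% activation at any dose in follow-up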;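 further: activators that raise dye reduction in frataxin-depleted yeast; strong numbers were not always called active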
West Nile virus CPE – West Nile virus antiviral activity, cell-based, CPE readout (AID 1621) | CPE inhibition, % at 10 µM, or IC50 in µM where a hit was titrated | actives 0.02% (n = 290,000) | West Nile virus-infected cells, CPE inhibition; higher % means a stronger effect; in the data active means a potency from the dose series; further: strong numbers were not always called active
XIAP antagonists – XIAP antagonists, biochemical, IAP family, fluorescence polarization (AID 1018) | E3 ubiquitin-protein ligase XIAP (Homo sapiens) | XIAP BIR domain, fluorescence polarization peptide displacement; higher % means a stronger effect | displacement, % at 20 µM; hits with a dose series show IC50 in µM | actives 0.007% (n = 200,000); in the data active means displacement above about 50%; further: a part of the inactive calls stands beside numbers as strong as those of hits
ER stress rescue – rescue of cells from ER stress-induced death, primary screen, 384-well, CSM14.1, thapsigargin, ATP luminescence (AID 1222); 190,000 tested, under 10 active; cellular ATP content (survival), % at 20 µM; hits with a dose series show EC50 in µM; CSM14.1 thapsigargin-induced death rescue, ATP luminescence; higher % means a stronger effect;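 active means EC50 below 50 µM in the dose-response confirmation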;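 further: death triggered by thapsigargin at about 15 µM added after 2 h compound pretreatment; cell ATP read after overnight thapsigargin exposure of roughly 18 to 22 hours; normalized against plate controls of thapsigargin alone and 5% DMSO vehicle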
human PMI inhibitors – human PMI inhibitors, high substrate, primary screen, biochemical, fluorescence intensity, high mannose 6-phosphate (AID 1220); Mannose-6-phosphate isomerase (Homo sapiens); actives 0.66% (n = 190,000); one-dose inhibition, % at 20 µM; IC50 in µM for titrated hits; recombinant PMI enzyme, coupled fluorescence intensity; higher % means a stronger effect; in the data active means inhibition above about 50%
PhoP inhibition – inhibitors of PhoP regulon expression, primary screen, Salmonella Typhimurium, GFP reporter (AID 1863) | S. Typhimurium PhoP-regulated promoter GFP reporter, 4 h; higher % means a stronger effect | inhibition, % at 50 µM; hits with a dose series show IC50 in µM | actives 0.16% (n = 300,000);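 active means inhibition over 29.93%, a cutoff 3 SD above the screen mean, later confirmed by dose response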;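 further: 0% = low Mg2+ inducing control and 100% = high Mg2+ repressing control; strong numbers were not always called active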
SIAH1 antagonists – Siah-1 peptide-binding antagonists, primary screen, biochemical, fluorescence polarization, rhodamine-plectin, uHTS (AID 1817) | E3 ubiquitin-protein ligase SIAH1 (Homo sapiens) | Siah-1 / rhodamine-plectin peptide fluorescence polarization; higher % means a stronger effect | displacement, % at 20 µM, or IC50 in µM where a hit was titrated | actives 0.02% (n = 290,000);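 active means displacement of at least 50% at 20 µM, with a fluorescence ratio check between 0.3 and a set limit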;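 further: plate controls were Siah plus tracer with DMSO for no effect and tracer alone without Siah for full effect; strong numbers were not always called active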
M1AAP inhibition – P. falciparum M1AAP inhibitors, biochemical, fluorogenic H-Leu-NHMec substrate, 1536-well (AID 1445) | actives 0.42% (n = 220,000) | recombinant M1AAP, H-Leu-NHMec fluorogenic kinetic assay; higher % means a stronger effect | inhibition, % at 30 µM, or IC50 in µM where a hit was titrated | Aminopeptidase N (Plasmodium falciparum (isolate 3D7));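 active means primary inhibition above the hit cutoff, then over 50% inhibition at one or more dose response concentrations, cut at about 23% in these data, passing the limit was not always enough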;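 further: plate controls were DMSO full reaction for no effect and no enzyme background for full effect; strong numbers were not always called active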
M17LAP inhibition – P. falciparum M17LAP inhibitors, primary screen, biochemical, fluorogenic H-Leu-NHMec substrate, 1536-well (AID 1619) | inhibition, % at 30 µM, or IC50 in µM where a hit was titrated | recombinant M17LAP, H-Leu-NHMec fluorogenic kinetic assay; higher % means a stronger effect | actives 0.38% (n = 220,000);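 active means compound inhibiting the enzyme by more than half at any dose during confirmatory dose-response retesting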;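 further: plate controls were full reaction with DMSO carrier for no effect and no enzyme background for full effect; strong numbers were not always called active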
Numbers without * were called inactive; i = inactive; . = not tested or not shown.

SMILES | Yfh1-depleted yeast | West Nile virus CPE | XIAP antagonists | ER stress rescue | human PMI inhibitors | PhoP inhibition | SIAH1 antagonists | M1AAP inhibition | M17LAP inhibition
CCc1nnc(NC(=O)CSc2nnc(CNc3ccc(F)cc3)n2C2CCCCC2)s1 | i | 0.2% | -5.9% | -1.1% | 6% | -12% | -4% | 3% | 3%
O=C(NCc1ccco1)C(=O)c1cn(CC(=O)N2CCCC2)c2ccccc12 | . | . | -4.8% | -0.7% | 6% | -2% | 2% | 9% | 73µM*
COC(=O)C/C(N)=C(\C#N)C(=O)OC | i | -0.3% | . | . | . | 1% | 2% | -3% | -7%
CCC(C)n1c(OC)nc2c1c(=O)n(C)c(=O)n2C (stereo unspecified) | i | -0.8% | 0.4% | -2.0% | -6% | 8% | 5% | -2% | -10%
Cc1nc(N2CCN(S(=O)(=O)c3ccc(F)cc3)CC2)c2c(-c3cccs3)csc2n1 | i | -1.2% | -1.4% | 1.2% | 45% | -9% | -2% | 3% | -12%
COc1ccc(C(=O)/C=C/Nc2ccccn2)cc1 | i | -0.1% | -0.6% | -5.7% | 1% | 21% | 5% | 19% | 8%
O=C(CCn1nc(-c2ccc(Cl)cc2)ccc1=O)NCCCN1CCCCCC1 | i | 1.3% | -4.5% | -1.0% | 2% | -8% | 1% | 2% | 1%
Clc1ccc(Cn2ncc3c(N4CCCCC4)ncnc32)cc1 | i | 0.7% | -6.7% | -1.4% | -10% | 4% | 0% | 9% | 3%
Cc1cc(SCC(=O)Nc2cccnc2Cl)nc2ccccc12 | i | -0.5% | -4.5% | -0.4% | 0% | 7% | -1% | 8% | -1%
Cc1cccc(NS(=O)(=O)c2ccc3nc(-c4ccccc4)[nH]c3c2)c1C | i | -1.6% | -1.8% | -0.4% | -5% | -8% | 5% | 6% | -9%
CCOc1cc(C2C(C(=O)N3CCCCC3)=C(C)NC3=C2C(=O)CC(C)(C)C3)ccc1O (stereo unspecified) | i | -0.7% | -0.9% | 1.7% | 20% | 4% | 1% | 12% | 1%
Cc1ccc2nc(-c3ccccc3)c(-c3ccccc3)nc2c1 | i | -0.6% | 0.9% | -0.6% | 13% | . | 13% | . | .
CCOC(=O)N1CCC(NC(=O)c2cc(C(=O)NC3CCCC3)ccc2CO)CC1 | i | 0.0% | 0.5% | . | 12% | 5% | 0% | 3% | 0%
CC(c1ccccc1)C(CC(=O)O)C(=O)NC1CCCCC1 (stereo unspecified) | i | -0.2% | 0.6% | -0.2% | 2% | 6% | 4% | -2% | -2%
CCOC(=O)CCCc1ccc(/C(C)=N/NC(=S)NC)cc1 | i | 0.5% | . | . | . | -1% | 0% | 6% | 12%
COc1ccc(C/C(C)=N\NC(=O)c2cn(C)c3ccccc23)cc1OC | i | 0.1% | . | . | . | 2% | -1% | 5% | 10%
Cc1ccc(C(=O)Nc2cccc(Oc3ccccc3)c2)o1 | . | . | -5.6% | -0.1% | 15% | -12% | 2% | 5% | -5%
COC(=O)Nc1ccc(S(=O)(=O)N2CCN(c3ccc(F)cc3)CC2)cc1 | i | -0.2% | -7.0% | . | 11% | -5% | 2% | 0% | 5%
Cc1ccc(-n2nc3c(c2NC(=O)CCC2CCCCC2)CS(=O)C3)cc1 (stereo unspecified) | i | -0.1% | -2.5% | -1.4% | 11% | 10% | 0% | 0% | 12%
CCN(CC)CCNc1nc(-c2ccccc2)nnc1C(F)(F)F | i | -0.5% | -5.8% | 3.3% | 7% | -6% | -2% | 2% | 6%
CN(C)C1(CNC(=S)Nc2ccccc2C(F)(F)F)CCCCC1 | i | -1.1% | -5.1% | -5.5% | -6% | -16% | 2% | 4% | 1%
C=CCn1c(=O)n(C(=O)OCC)c2cc(Br)ccc21 | i | -0.2% | -9.2% | -0.7% | -3% | 1% | 0% | 9% | -16%
CC(C)CCNC(=O)c1ccc2c(c1)N(Cc1ccccc1)C(=O)CS2=O (stereo unspecified) | i | -0.8% | 0.1% | . | 12% | 8% | 2% | 4% | 3%
CC(C)COP(=O)(OCC(C)C)C(O)c1ccc2c(c1)OCO2 (stereo unspecified) | i | 0.0% | . | . | . | -3% | 1% | 2% | -10%
Cc1nn(-c2ccccc2)c(Cl)c1/C=C1\SC(=S)NC1=O | i | -0.4% | -5.9% | 1.0% | -18% | -13% | -3% | 47µM* | 40%
Cc1cc(C)c[n+](-c2[nH]c(=O)sc2/C=N/NC([S-])=Nc2ccccc2)c1 | i | 0.0% | 2.2% | 0.4% | 9% | -193% | 8% | 11% | 8%
Cc1[nH]c2ccccc2c(=O)c1CN1CCCCC1 | i | 0.0% | -2.5% | 1.5% | -1% | -3% | -1% | 2% | 7%
O=C(O)Cc1sc(Nc2ccccc2)nc1-c1ccc(Cl)cc1 | i | -1.4% | -5.1% | -0.2% | -152% | -1% | -1% | -6% | 23%
N#CC(c1ccc(Cl)nn1)c1ccccc1Cl (stereo unspecified) | i | 0.0% | -0.8% | -1.4% | 1% | 27% | 5% | 5% | -1%
CCCCn1c(N)c(N(CCC(C)C)C(=O)CSc2nnc(Nc3ccccc3)s2)c(=O)[nH]c1=O | i | -0.2% | -4.4% | -2.0% | 8% | 7% | 1% | 1% | 20%

Part of the list above, with two lines to a compound:
Order of values: Yfh1-depleted yeast | West Nile virus CPE | XIAP antagonists | ER stress rescue | human PMI inhibitors | PhoP inhibition | SIAH1 antagonists | M1AAP inhibition | M17LAP inhibition
- CCc1nnc(NC(=O)CSc2nnc(CNc3ccc(F)cc3)n2C2CCCCC2)s1
→ i | 0.2% | -5.9% | -1.1% | 6% | -12% | -4% | 3% | 3%
- O=C(NCc1ccco1)C(=O)c1cn(CC(=O)N2CCCC2)c2ccccc12
→ . | . | -4.8% | -0.7% | 6% | -2% | 2% | 9% | 73µM*
- COC(=O)C/C(N)=C(\C#N)C(=O)OC
→ i | -0.3% | . | . | . | 1% | 2% | -3% | -7%
- CCC(C)n1c(OC)nc2c1c(=O)n(C)c(=O)n2C (stereo unspecified)
→ i | -0.8% | 0.4% | -2.0% | -6% | 8% | 5% | -2% | -10%
- Cc1nc(N2CCN(S(=O)(=O)c3ccc(F)cc3)CC2)c2c(-c3cccs3)csc2n1
→ i | -1.2% | -1.4% | 1.2% | 45% | -9% | -2% | 3% | -12%
- COc1ccc(C(=O)/C=C/Nc2ccccn2)cc1
→ i | -0.1% | -0.6% | -5.7% | 1% | 21% | 5% | 19% | 8%
- O=C(CCn1nc(-c2ccc(Cl)cc2)ccc1=O)NCCCN1CCCCCC1
→ i | 1.3% | -4.5% | -1.0% | 2% | -8% | 1% | 2% | 1%
- Clc1ccc(Cn2ncc3c(N4CCCCC4)ncnc32)cc1
→ i | 0.7% | -6.7% | -1.4% | -10% | 4% | 0% | 9% | 3%
- Cc1cc(SCC(=O)Nc2cccnc2Cl)nc2ccccc12
→ i | -0.5% | -4.5% | -0.4% | 0% | 7% | -1% | 8% | -1%
- Cc1cccc(NS(=O)(=O)c2ccc3nc(-c4ccccc4)[nH]c3c2)c1C
→ i | -1.6% | -1.8% | -0.4% | -5% | -8% | 5% | 6% | -9%

(list continues)
SMILES | Yfh1-depleted yeast | West Nile virus CPE | XIAP antagonists | ER stress rescue | human PMI inhibitors | PhoP inhibition | SIAH1 antagonists | M1AAP inhibition | M17LAP inhibition
COc1ccc(NC2=CC(=S)NC(C)(C)C2)cc1 | i | 0.1% | . | . | . | -1% | 4% | 8% | 11%
CC(=O)c1cccc(NC(=O)N2CCCC2C(=O)Nc2ccc3c(c2)OCCO3)c1 (stereo unspecified) | i | 0.1% | -6.5% | -0.6% | -6% | 3% | 3% | 1% | 6%
Cc1nc2c(-c3ccccc3)c(C)nn2c(N)c1-c1ccccc1 | i | 1.0% | -0.6% | -3.8% | 16% | 0% | -1% | 6% | -23%
O=C(CCc1ccccc1)NCC1OCCc2ccccc21 (stereo unspecified) | i | 0.6% | -4.4% | -2.8% | 4% | -1% | 4% | 5% | 2%
CSc1cc(C)nc(NC(C)=O)n1 | i | 0.4% | -4.9% | -1.7% | 12% | -1% | 3% | 3% | 8%
O=C1COc2ccc(C(=O)COC(=O)C3CC(O)CN3S(=O)(=O)c3ccc(Cl)cc3)cc2N1 (stereo unspecified) | i | 0.2% | -9.6% | -1.9% | -1% | -6% | -7% | 2% | -4%
Cc1cccc(-c2nc(C#N)c(N3CCCCCC3)o2)c1 | i | -1.4% | 1.9% | -1.2% | 5% | 4% | 3% | 7% | -5%
COc1ccc(C(=O)NC(=S)NCc2ccccc2)cc1OC | i | -1.1% | -5.2% | -1.2% | 13% | -4% | 0% | 11% | 3%
COc1ccc(CN2CCNC(=O)C2CC(=O)NCc2cnn(C)c2)cc1OC (stereo unspecified) | i | 0.4% | -2.6% | -1.5% | 3% | -5% | 3% | 16% | -3%
CC(C)C(C)NC(=O)COc1ccc(-c2ccccc2)cc1 (stereo unspecified) | i | -1.0% | -4.8% | 2.5% | -6% | 2% | 1% | -2% | -1%
COc1cc(C)ccc1OCCOCCN(C)Cc1ccccc1 | i | -0.6% | -2.9% | -0.6% | -7% | 15% | 8% | -1% | -3%
Cc1ccc(NC(=O)N2C(=O)C3(OCCO3)c3ccccc32)cc1 | i | 0.7% | -6.2% | -0.2% | 6% | 20% | 1% | 2% | 9%
Clc1ccc(SCc2cc(-c3ccccc3)no2)cc1 | i | 0.1% | -0.9% | 0.6% | 0% | 3% | 2% | 1% | 8%
CCOC(=O)C1=C(c2ccccc2)NC(SC)=C(C#N)C1c1cccnc1 (stereo unspecified) | i | 0.2% | 0.5% | -2.0% | 3% | -2% | 3% | 22% | 4%
COc1ccccc1CNC(=O)C1CC(c2ccc([N+](=O)[O-])cc2)=NO1 (stereo unspecified) | i | -0.1% | -7.1% | -0.6% | 6% | -9% | -1% | 9% | 17%
COc1ccc(Cn2nnnc2C(c2cc(OC)ccc2OC)N2CCC(C(N)=O)CC2)cc1 (stereo unspecified) | i | 0.0% | -3.1% | -1.0% | -4% | 0% | -1% | -4% | 5%
O=C1c2ccccc2C(=O)N1CCSc1n[nH]c(=S)s1 | . | . | -2.4% | -1.3% | -52% | -6% | 3% | 5% | 17%
O=C(O/N=C1/CCSc2ccccc21)c1ccc(F)cc1 | i | 0.0% | 0.6% | -0.6% | 3% | 2% | 5% | 2% | 6%

Bioassay records from PubChem BioAssay.
